Compound activity deposited in PubChem BioAssay by several laboratories.
T cell HTS – T cell immune modulation candidate. 2C CD8+ T cell-vesicle binding, flow cytometry; hits give low values. calls only at 7 µM. 330,000 tested, 0.068% active;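 active = response, share of CD8 T cells binding vesicles, and their 90th percentile fluorescence all below set limits, cut at about 80% in these data, passing the limit was not always enough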
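Material: murine 2C transgenic CD8+ T lymphocytes / Also added: QL9-peptide-loaded Drosophila micro-vesicles bearing Ld, ICAM-1 and B7-1 / Schedule: binding step 1.5 h, 37 °C, antibody labelling 20 min, ice / Signal: flow cytometry, PE anti-B7-1 (FL2) versus Alexa647 anti-CD8 (FL8), PFA-fixed / Evaluation: percent CD8+ FL2 mean versus row control / Benchmarks: naked versus QL9-loaded vesicles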
TNAP activators – stimulation of alkaline phosphatase TNAP activity – biochemical, luminescent, no phosphate acceptor, uHTS, primary screen (AID 1001). 200,000 tested, 0.03% active. activation fold at 20 µM; hits with a dose series show EC50 in µM. purified TNAP, luminescent activation assay, no phosphate acceptor; higher activation fold means a stronger effect; in the data active = activation fold from about 3, or a potency from the dose series; inactive = the rest, 99 in 100 with activation fold below about 1.6; note: many of its hits are not listed in these tables
Salmonella PhoP GFP – PhoP-dependent GFP reporter repression – Salmonella Typhimurium, primary screen (AID 1863); S. Typhimurium PhoP-regulated promoter GFP reporter, 4 h; higher % means a stronger effect; one-dose inhibition, % at 50 µM; IC50 in µM for titrated hits; 300,000 tested, 0.16% active;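 active = inhibition over 29.93%, a cutoff 3 SD above the screen mean, later confirmed by dose response; inconclusive = inhibition over 29.93% but no dose response follow-up; inactive = inhibition at most 29.93% or unconfirmed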;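 note: 0% = low Mg2+ inducing control and 100% = high Mg2+ repressing control; strong numbers were not always called active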
RSV antiviral HEp-2 – RSV antiviral activity via CPE protection, HEp-2 cells, primary 10 µM value included (AID 2391). HEp-2 cells, RSV-induced CPE inhibition; higher % means a stronger effect. CPE inhibition, % at 10 µM; hits with a dose series show IC50 in µM. 310,000 tested, 0.13% active; in the data active = a potency from the dose series; inconclusive = CPE inhibition mostly from about 23% at the one dose, without a potency; inactive = the rest, 99 in 100 with CPE inhibition below about 21%; note: strong numbers were not always called active
Myeloid diff MLP – myeloid differentiation induction; ER-HoxA9 myeloid progenitors, lysozyme-GFP differentiation, flow cytometry; calls only at 10 µM; 360,000 tested, 1% active;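 active = normalized GFP-positive differentiation at or above the plate's own cutoff, the solvent-only control mean plus 3 SD; inconclusive = no clear call, values can overlap the other calls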;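 note: cells exposed to compound for four days before flow analysis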
NTR1 agonist – agonists of NTR1, primary screen, imaging, U2OS cells, beta-arrestin-GFP, high content (AID 493036). NTR1-U2OS beta-arrestin-GFP spot imaging, agonist mode. activation, % at 20 µM. 330,000 tested, 0.17% active;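 active = activation at or above 40% of the spot to cytoplasm intensity ratio, with at least 20 cells analyzed; inconclusive = wells under 20 cells, flagged as cytotoxic or low count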;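 note: 0% = DMSO without peptide and 100% = 100 nM NTR1 peptide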
Target sequence (P30989 whole entry, looked up): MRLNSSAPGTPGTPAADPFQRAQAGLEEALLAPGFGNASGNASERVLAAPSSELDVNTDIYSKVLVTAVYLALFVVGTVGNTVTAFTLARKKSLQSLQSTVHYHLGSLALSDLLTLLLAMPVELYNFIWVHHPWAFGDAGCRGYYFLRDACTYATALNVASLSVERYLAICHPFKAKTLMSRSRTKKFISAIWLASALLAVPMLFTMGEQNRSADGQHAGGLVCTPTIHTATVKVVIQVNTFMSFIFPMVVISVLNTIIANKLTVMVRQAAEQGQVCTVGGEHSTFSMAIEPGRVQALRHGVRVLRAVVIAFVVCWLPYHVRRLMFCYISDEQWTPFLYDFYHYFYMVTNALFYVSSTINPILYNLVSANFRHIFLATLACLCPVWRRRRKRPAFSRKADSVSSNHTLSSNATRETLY
Rac1 GTP hydrolysis – MgcRacGAP GTPase-activating activity inhibitors, confirmation, biochemical, ADP Hunter fluorescence; MgcRacGAP-stimulated Rac1 GTP hydrolysis, ADP Hunter fluorescence; higher % means a stronger effect; GST-tagged Rac1 F28L mutant substrate; inhibition, % at 30 µM; hits with a dose series show IC50 in µM; 340,000 tested, 0.6% active;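 active = first-screen hits whose inhibition reached a set limit at any dose in the follow-up dose series; inconclusive = inhibition above the set first-screen limit but never retested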;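 note: fluorescence reports GDP produced by GAP-driven GTP hydrolysis; strong numbers were not always called active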
UTI89 phage lysis – inhibition of K1F phage lysis, E. coli UTI89, bacterial capsule biogenesis inhibitors, alamar blue (AID 488966). inhibition, % at 100 µM; hits with a dose series show IC50 in µM. E. coli UTI89 K1F phage lysis, alamar blue, 2 h; higher % means a stronger effect. 340,000 tested, 0.02% active;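 active = phage lysis inhibition, versus mean bacterial control, above a set limit; inconclusive = no clear call, values can overlap the other calls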;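 note: capsule biogenesis inhibitors block K1F phage lysis so surviving cells raise fluorescence; higher fluorescence means more inhibition of phage lysis; actives were called in the ten point dose series up to 300 µM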
Large T inhibition – TAg ATPase/helicase activity blockers – biochemical (AID 1903). SV40 large T antigen ATPase/helicase inhibition assay; higher % means a stronger effect. inhibition, % at 20 µM; hits with a dose series show IC50 in µM. 310,000 tested, 0.39% active; in the data active = a potency from the dose series; inconclusive = inhibition mostly from about 32% at the one dose, without a potency; inactive = the rest, 99 in 100 with inhibition below about 32%; note: strong numbers were not always called active
T cell HTS vesicle-bound % – also measured in T cell HTS; calls as there; double positive events, %; measured here: CD8+ vesicle-bound cell fraction;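 binding gate set so that unloaded-vesicle control wells show 10% double positive cells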
NTR1 agonist cell count 20 µM – recorded beside NTR1 agonist, whose call it bears; cell count; measured here: cell count, cytotoxicity flag
Myeloid diff MLP GFP+ MAC1+ % – further read-out of Myeloid diff MLP, marked with its call; GFP+ MAC1+ double positive, %; measured here: differentiation confirmed by MAC1 staining
An asterisk follows results filed as active; i = inactive; u = inconclusive; x = no result given; [ ] = remark or other dose.

SMILES	T cell HTS	T cell HTS vesicle-bound %	TNAP activators	Salmonella PhoP GFP	RSV antiviral HEp-2	Myeloid diff MLP	Myeloid diff MLP GFP+ MAC1+ %	NTR1 agonist	NTR1 agonist cell count 20 µM	Rac1 GTP hydrolysis	UTI89 phage lysis	Large T inhibition
Cc1cccc(NC(=O)CN2NS(=O)(=O)c3ccccc3C2=O)c1	i	23	1.1	9%	-0.4%	i	1.4	-0.1	76	1%	-0.2%	-5%
O=C(CCSCc1ccccc1F)NCc1ccc(F)cc1	i	32	x	6%	-0.3%	i	0.7	-1.6	98	2%	0.1%	9%
Cn1c(=NC(=O)c2cccc([N+](=O)[O-])c2)sc2ccccc21	i	59	1	-2%	6.0%	i	0.5	6.3	61	0%	0.2%	5%
CN(C)S(=O)(=O)c1ccc(N2CCCC2)c(C(=O)NNC(=O)c2ccc(F)cc2)c1	i	18	x	x	1.5%	i	0.2	-2.2	49	3%	0.5%[50 µM]	x
CCC1C(=NO)C(CC)C(c2ccccc2)NC1c1ccccc1 (centres undefined)	i	41	1	3%	7.2%	i	0.5	12	77	3%	0.8%	9%
Cn1cccc1Cc1nnc(SCC(=O)Nc2ccc3c(c2)OCO3)n1-c1ccc(F)cc1	i	31	1	-5%	-1.3%	i	1.1	-0.7	49	1%	-2.1%	2%
Cc1ccc(S(=O)(=O)Nc2cccc(Cl)c2)cc1NC(=O)C1CC1	i	28	x	x	x	i	0.7	-0.4	46	2%	0.3%[50 µM]	x
COc1ccc(N(C(=O)Cn2nnc(-c3ccc(C)o3)n2)C(C(=O)NC2CCCC2)c2ccncc2)cc1 (centres undefined)	i	26	x	-1%	0.1%	u	x	0.2	40	-9%	1.3%	8%
Cc1ccc(C(=O)OCC(=O)NCC2COc3ccccc3O2)cc1 (centres undefined)	i	41	x	x	0.0%	i	1.1	6.3	62	3%	0.5%	x
O=S(=O)(c1ccc(Cl)cc1)N1CCC2(CC1)OCCO2	i	21	x	2%	3.9%	i	1.5	0.9	66	3%	1.2%[50 µM]	2%
COc1ccc(N(CC(=O)N2CCCCC2)S(=O)(=O)c2ccccc2)c(OC)c1	x	x	1.1	1%	2.1%	i	6.2	0.4	48	3%	1.8%	1%
Cc1ccc(-n2nnnc2SCC(=O)NNC(=O)c2ccc([N+](=O)[O-])cc2)cc1	i	43	1.3	-6%	-0.3%	i	0.2	-2.3	36	6%	-0.8%	22%
CC(C)c1cccc(C(C)C)c1NC(=O)CN(C)C1CCS(=O)(=O)C1 (centres undefined)	i	44	x	x	1.1%	i	0.1	1.6	57	2%	0.9%[50 µM]	x
O=C(NC1CC(=O)N(c2ccc3c(c2)OCCO3)C1)N1CCCCC1 (centres undefined)	i	9	x	5%	0.8%	i	1.3	-0.3	81	-4%	-0.1%[50 µM]	12%
CC(C)(C)CC(=O)Nc1ccc(S(=O)(=O)N2CCCC2)cc1	i	21	1.1	4%	2.5%	i	0.3	-0.4	36	4%	-0.3%	13%
COc1cccc(C(=O)Nc2ccccc2F)c1	i	53	1	6%	0.7%	i	0.3	2.4	41	8%	0.3%	0%
COc1cccc(-n2c(=O)c3ccccc3n3c(=S)[nH]nc23)c1	i	46	x	8%	1.2%	i	0.5	-0.3	45	14%	0.3%	19µM*
O=C(C[C@H]1C/C=C\CC[C@H](Cc2ccc(F)cc2)C(=O)OCCNC1=O)NCCO	i	11	x	x	x	i	2.1	-0.6	49	8%	1.1%	x
COC(=O)C1=C(N)Oc2cc(C)[nH]c(=O)c2C1c1ccncc1 (centres undefined)	i	11	1	-2%	0.3%	i	0.7	0.1	64	2%	-0.1%	14%
CCOC(=O)c1ccccc1NC(=O)CC(C)CC(=O)O (centres undefined)	i	50	1.1	4%	0.3%	i	0.5	-0.4	54	2%	0.2%	1%
COCCNC(=O)/C(C#N)=C/c1cn(CC(=O)NCc2ccco2)c2ccccc12	i	51	1.1	4%	-1.0%	i	0.1	-0.1	45	2%	-0.4%	15%
Cc1ccc(NC(=O)c2cc3c(s2)CCC3)cc1S(=O)(=O)N1CCOCC1	i	26	1.1	-7%	9.2%	i	0.5	-1.4	112	10%	0.3%	6%
O=C(N/N=C/c1ccccn1)c1cc(Br)ccc1O	i	20	x	8%	2.1%	i	0.6	2.6	95	11%	-1.4%[50 µM]	3%
CCc1ccccc1NC(=O)c1ccc(S(=O)(=O)N2CCCC2)cc1	i	33	x	3%	9.6%	i	0.0	-0.1	46	1%	0.4%	4%
CCN(CC)c1ccc(/C=N/n2c(C)cc(C)cc2=O)cc1	i	48	1.1	7%	1.8%	i	0.7	3.2	67	4%	0.5%	-6%
Cc1ccc(S(=O)(=O)N2CCN(C(=O)COC(=O)c3ccc(Cl)nc3)CC2)c(C)c1	i	43	x	x	1.1%	i	0.9	0.1	64	0%	-0.1%[50 µM]	x
CC1(c2nnc(Cc3ccccc3)o2)CC(c2cccnc2)=NO1 (centres undefined)	x	x	x	x	0.7%	i	2.2	-0.9	55	6%	1.2%	11%
CCCCOC(=O)N1CCOCCOCCN(C(=O)OCCCC)CCOCCOCC1	i	32	1.1	-10%	0.9%	i	1.1	1.4	63	3%	2.9%	10%
C#CCOCCOCCOCCNc1nc(N2CCN(C(=O)[C@H]([C@@H](C)CC)n3cc(CCCCN)nn3)CC2)nc(N2CCN(C(=O)[C@H](C)n3cc(CCCN=C(N)N)nn3)CC2)n1	i	4	x	x	-0.6%	i	0.6	-1.9	76	2%	0.3%	7%
c1ccc(-c2cnnc(SCc3cn4cccnc4n3)n2)cc1	i	11	1	1%	2.7%	i	1.1	0.1	41	11%	0.6%	-1%
c1cncc(CSc2nnc(-c3cccnc3)n2Cc2ccco2)c1	x	x	1.1	-12%	x	x	x	-2.5	91	x	x	-4%
Oc1ccc(C2CNCc3sccc32)cc1O (centres undefined)	i	29	x	-3%	5.5%	i	2.2	-0.2	60	2%	1.0%	31%
Cc1cccc(NC(=O)COc2cccc3c2CCN(C)C3=O)c1C	i	19	1.1	-3%	15%	i	0.7	3.3	48	10%	0.2%	11%
Cc1cccc(OCC(=O)NCCNC(=O)c2ccncc2)c1	i	11	x	-2%	1.5%	i	0.3	-1.8	48	-3%	0.4%	3%
C[C@H](NC(=O)c1cccc([N+](=O)[O-])c1)C(=O)OCC(=O)c1ccccc1Br	i	48	x	x	x	i	1.2	-0.9	64	-1%	0.2%[50 µM]	x
COC(=O)C1=C(C)N(C)C(=O)NC1c1cc(Cl)cc(Cl)c1OC (centres undefined)	i	52	1.1	12%	0.9%	i	0.5	2.7	50	11%	5.6%	-5%
COc1cc2c(cc1OC)CN(C(=S)Nc1ccccc1Cl)CC2	i	32	1.1	-4%	0.7%	i	0.6	0.0	54	8%	1.5%	7%
CC(C)OCCCNC(=O)Nc1cccc2ccccc12	i	11	1.1	x	5.9%	i	0.5	-0.4	47	1%	-0.3%	x
O=C(N/C(=C/c1cccc([N+](=O)[O-])c1)C(=O)N1CCCCCC1)c1cccs1	i	23	1.1	0%	4.2%	i	0.6	2.5	69	8%	0.2%	14%
N#CCC(=O)N/N=C/c1ccccc1Cl	i	40	1.1	6%	2.1%	i	0.4	1.8	48	3%	0.1%	7%
COc1ccc(-c2oc3ccc(N4CCOCC4)cc3c2C#CC2(O)CCCCC2)cc1	i	20	x	-12%	21%	i	0.9	25	53	2%	-0.9%	9%
CNC(=O)c1c(NC(NC(=O)c2ccco2)C(=O)c2ccc(Cl)cc2)sc2c1CCCC2 (centres undefined)	i	27	1	8%	5.8%	i	1.6	4.1	66	9%	5.5%	22%
O=C(Cn1nnc(-c2ccccc2Cl)n1)NCc1ccc2c(c1)OCO2	i	57	1	-10%	-0.3%	i	1.3	-0.5	54	6%	0.4%	3%
Cc1cc(=O)n2nc(N3CCC(C(=O)N4CCN(C)CC4)CC3)sc2n1	i	7	1.1	-12%	-1.7%	i	0.7	-0.6	54	8%	1.4%	8%
O=C(O)CSc1nc2ccccc2o1	i	20	1.1	-7%	1.8%	i	0.3	-0.8	80	4%	0.7%	12%
CCC(C(=O)OCC(=O)N(CC)c1c(N)n(Cc2ccccc2)c(=O)[nH]c1=O)c1ccccc1 (centres undefined)	i	53	x	x	-0.6%	i	0.4	2.2	100	-1%	0.1%[50 µM]	x
C=CC[C@H](CC(=O)N(CCO)Cc1ccccc1)C(=O)N[C@H](COC(=O)[C@@H](CC=C)CC(=O)OC(C)(C)C)Cc1ccccc1	i	11	x	x	x	i	2.0	4.3	49	7%	-0.5%	x
CCC(=O)Nc1ccc(-c2csc(C)n2)cc1	i	6	1.1	13%	1.9%	i	0.3	1.5	36	8%	0.2%	2%
CCCN(C(=O)c1ccc([N+](=O)[O-])c(C)c1)c1c(N)n(Cc2ccccc2)c(=O)[nH]c1=O	i	30	x	x	0.9%	i	0.6	-0.9	52	5%	0.3%[50 µM]	x
Cc1cc(C)n(-c2nc3nonc3nc2-n2nc(C)cc2C)n1	i	48	1.1	0%	0.6%	i	0.6	2.4	59	7%	-0.3%	2%
CC12CCC(=O)N1C(C(=O)NCCN1C(=O)S/C(=C\c3ccc(F)cc3)C1=O)CS2 (centres undefined)	i	23	x	-7%	-0.6%	i	0.7	2.6	55	4%	1.2%[50 µM]	19%
O=[N+]([O-])c1ccccc1/C=N\N1CCN(Cc2ccccc2Cl)CC1	i	58	x	0%	4.7%	i	0.7	0.9	59	10%	0.1%	4%
COc1ccc(OC)c(NC(=O)CSc2nnc(-c3cnccn3)n2C)c1	i	38	x	13%	4.0%	i	0.8	-0.5	59	10%	0.6%	8%
Oc1ccccc1-c1cc(-c2ccccc2)n[nH]1	i	14	x	x	x	i	1.0	5.0	79	13%	-13%	x
